# IL-1B inflam inh = inflammasome signaling inhibition, IL-1 beta readout. THP-1 LPS/ATP IL-1B secretion, AlphaLISA, 16 h; hits give low values. activity change, % at 57.5 µM. 4.7% of 360,000 active. AID 743279; in the data active = activity change below about -50%; inconclusive = mostly about -30% to -49%; note: % is set by controls: 0 for no effect and ±100 for the full control effect
#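 Secreted IL-1B measured by AlphaLISA bead assay after 16 h compound exposure of THP-1 cells; compounds (final up to 57.5 uM) added 1 h before LPS (250 ng/mL) and ATP (1.25 mM) stimulation; lower signal means less secretion.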
# ATXN2 expr inh = ATXN2 expression inhibition; Potency, µM (titrated, usually from 57 µM), inactives show top-dose activity change, negative = inhibition, actives largely listed as inhibitors; AID 1745845; HEK-293 ATXN2-luciferase reporter, luminescence, 24 h; 0.72% of 360,000 active; note: potency is the fitted concentration of half-maximal effect; % is set by controls: 0 for no effect and ±100 for the full control effect; nearly all actives have a fitted effect of over 55% in size
#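 ATXN2-luciferase reporter cells (luciferase flanked by upstream and downstream ATXN2 gene portions) were treated 24 h at 37 °C with compounds at up to 57 uM. SteadyGlo luminescence gave expression; GF-AFC fluorescence gave viability.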
# Nrf2 activator = activators of Nrf2 (ARE) signaling | AREc32 ARE-luciferase reporter (MCF7-derived line), luminescence, 24 h | Potency, µM (series often up to 46.1 µM), inactives show top-dose activation, usual class: activators | 0.31% of 410,000 active | AID 624171; note: potency is the fitted concentration of half-maximal effect; % of control where 0% means no effect; nearly all actives have a fitted effect of over 65% in size
#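 AREc32 cells carrying an ARE-driven firefly luciferase, 1000 cells/well in OPTI-MEM with 5% FBS, dosed after overnight attachment and incubated 24 hr at 37 deg C. Steady-Glo luminescence read after 30 min at RT.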
# Nrf2 inh = blocks Nrf2 signaling; AID 504444; Potency, µM (series often up to 46 µM), without a hit: top-dose activity change, negative = inhibition, actives largely listed as inhibitors; 2.1% of 360,000 active; A549 ARE-Fluc reporter, luciferase luminescence, 18-24 h; note: potency is the fitted concentration of half-maximal effect; % is set by controls: 0 for no effect and ±100 for the full control effect; nearly all actives have a fitted effect of over 60% in size
#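 Nrf2 activity is the BugLite luminescence, read 15 min after reagent at room temperature, following CellTiter-Fluor cytotoxicity readout (30 min, 37C). Compound titrations were applied for 18-24 h to 5000 A549 ARE_Fluc cells/well in 5% FBS OPTI-MEM.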
# MCF10A rerep = induces DNA re-replication in MCF 10a normal breast cells; MCF 10A DNA re-replication, Hoechst nuclear intensity, 48 h; Potency, µM (top dose mostly 46.1 µM), inactives show at the highest dose activity, positive = re-replication, most hits filed as activators; 2.9% of 350,000 active; note: potency is the fitted concentration of half-maximal effect; % of control where 0% means no effect; nearly all actives have a fitted effect of over 50% in size
# ATXN viability = reduces viability in counter-screen for ATXN expression inhibitors. S2 cells (HEK-293 line with an ATXN2-luciferase reporter) viability, CellTiter-Fluor protease fluorescence, 24 h. Potency, µM (series often up to 56.7 µM), hits mostly cytotoxic. 0.49% of 400,000 active; note: potency is the fitted concentration of half-maximal effect; nearly all actives have a fitted effect of over 40% in size
# A549 tox = counter-screen for Nrf2 inhibitors: cytotoxicity in A549 cells; A549 ARE-Fluc cells, CellTiter-Fluor viability, 18-24 h; Potency, µM (series often up to 46 µM), for the others: at the highest dose activity change, negative = cytotoxicity, actives largely listed as inhibitors; 0.16% of 390,000 active; note: potency is the fitted concentration of half-maximal effect; % is set by controls: 0 for no effect and ±100 for the full control effect
#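 A549 ARE-Fluc cells in 5% FBS OPTI-MEM, 5000 cells/well, rested 2 h then exposed to compounds in concentration-response for 18-24 h at 37 °C. Viability by CellTiter-Fluor fluorescence (Ex 405/Em 525) after 30 min; luciferase luminescence (BugLite, 15 min, RT) read afterwards.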
# HepG2 tox = HepG2 cytotoxicity, counter-screen for TGF-b inhibitors; HepG2 CAGA-GFP viability, ATP luminescence, 18 h; Potency, µM (series often up to 46.1 µM), for the others: top-dose activity change, negative = cytotoxicity, hits mostly cytotoxic; 0.76% of 410,000 active; AID 588856; note: potency is the fitted concentration of half-maximal effect; some results filed as inactive show a strong effect at the top dose
#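 CellTiter-Glo luminescence gave cytotoxicity after 18 hours at 37 degrees C. The cells were HepG2 CAGA-GFP in 1% FBS DMEM, stimulated with 500 pg/mL TGF-beta after compound addition. %Activity was normalised to no-cell wells (complete cell-killing) and DMSO (no toxicity), and curves were fitted and classified.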
# TGFb SMAD3 inh = blocks TGF-b signaling | HepG2 CAGA-GFP TGF-b/SMAD3 reporter, GFP fluorescence, 18 h; TGF-beta stimulated, 500 pg/mL final | Potency, µM (doses to about 46.1 µM), without a hit: at the highest dose activity, negative = inhibition, usual class: inhibitors | 1.2% of 410,000 active | AID 588855; note: potency is the fitted concentration of half-maximal effect; % is set by controls: 0 for no effect and ±100 for the full control effect; nearly all actives have a fitted effect of over 65% in size
#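 Using HEPG2 CAGA-GFP reporter cells at 1000 cells/well, we pinned test compounds, stimulated with recombinant TGF-beta (500 pg/mL final) and measured total well GFP after 18 h.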
# * = called active by the depositor; i = inactive; ? = inconclusive; . = not tested or not shown; & = joins results of further samples; [ ] = remark or other dose. Unless noted, calls come from the whole dose curve; as a rule, active = well fitted curve in the direction sought with a large enough effect; inconclusive = small, poorly fitted or top-dose-only effect, or another doubt; inactive = no such curve, though single readings can be large; an effect the other way counts as inactive or inconclusive.
SMILES,IL-1B inflam inh,ATXN2 expr inh,Nrf2 activator,Nrf2 inh,MCF10A rerep,ATXN viability,A549 tox,HepG2 tox,TGFb SMAD3 inh
CCOC(=O)N1CCN(C(=O)c2ccc3c(SCC(=O)O)c4c(nc3c2)CCCC4)CC1,-15,0%,0.1%,18%,0%,i,12%,-16%,0%
COC(=O)c1[nH]c2ccc(F)cc2c1NC(=O)C1=COCCO1,-12,-12%,-1.0%,.,-2%,i,7%,-14%,6%
O=C(COC(=O)c1ccc2[nH]c3c(c2c1)CCCC3)Nc1ccccc1Cl,22,-13%,-0.5%,?,17%,i,-2%,-5%,1%
COc1ccc(-c2cc(OC)c3c(C)oc(C)c3c(=O)c2)cc1OC,?,1%,0.5%,?,-3%,i,-1%,-14%,3%
CCCNC(=O)C1(C)CCCN(Cc2cccc(C#N)c2)C1 (stereo not given),-14,3%,-1.6%,.,.,i,.,3%,-3%
O=C(CN1C(=O)c2ccccc2S1(=O)=O)Nc1ccon1,-25,1%,-0.8%,-13%,4%,i,6%,-33%,-1%
COCCCNc1c2c(nc3nnnn13)CCCC2,3,-25%,0.0%,-13%,-1%,i,3%,32%,-5%
CCCOc1ccc(C2C(C(=O)c3ccc(C)o3)=C(O)C(=O)N2CCCn2ccnc2)cc1 (stereo not given),-1,-21%,-0.1%,16%,?,?,0%,9%,0%
N#C/C(=C(/O)COC(=O)CCC1CCCCC1)c1nc2ccccc2[nH]1,-85*,?,-0.3%,?,?,?,-30%,-8%,0%
COCC(=O)Oc1c(S(=O)(=O)c2ccc(C)cc2)c(C)nn1C(C)(C)C,52,-10%,-0.1%,-1%,11%,i,-2%,6%,0%
COc1ccc(Nc2nnc(-c3ccccc3)c3ccccc23)cc1C(=O)N1CCCCC1,-14,0%,-0.2%,-13%,0%,i,-7%,-12%,-27%
CN1C(C(=O)NCc2ccc(OC(F)(F)F)cc2)CC2Cn3c(nc4ccccc43)C21 (stereo not given),0,8%,3.4%,1%,2%,i,1%,-25%,?
O=C(Cn1nnc(-c2ccccc2)n1)NCc1ccccc1,7,21%,0.3%,?,6%,i,1%,-16%,-2%
COc1ccc(OC)c(NC(=O)C2CC(=O)N(CCc3ccc(F)cc3)C2)c1 (stereo not given),29,-4%,-0.6%,-16%,?,i,2%,2%,8%
OC(CCN1CCCC1)(c1ccccc1)C1CCCCC1 (stereo not given),-2,5%&-21%,-1.2%,-2%,15%&-3%,i,-6%,2%,50%[activator]
CCOc1ccccc1N1CCN(c2nc(N)c(C#N)c(CC#N)c2C#N)CC1,2,-11%,5.7%,-12%,?,i,7%,-27%,2%
N/C(=N\OC(=O)c1ccccc1Cl)c1cccnc1,40,58%[activator],?,?,-3%,i,-1%,-1%,-25%
Cc1cc(OC(=O)c2cc(Br)ccc2Cl)c([N+](=O)[O-])c(=O)[nH]1,10,0%,-1.1%,4%,1%,i,-3%,-2%,0%
Cc1ccc(NC(=O)CSc2nc3ccc(NC(=O)CCc4ccccc4)cc3s2)cc1,.,11%,0.1%,17%,.,i,0%,1%,-4%
CCN(C(=O)CSc1nnc(-c2ccc(C)cc2)n1N)c1c(N)n(Cc2ccccc2)c(=O)[nH]c1=O,19,3%,0.4%,1%,-2%,i,2%,-9%,5%
COc1ccccc1-c1nc2cc(Cl)ccc2c(=O)n1O,-1,-35%,-0.1%,-10%,9%,?,-4%,8%,8%
Cn1c(NC(=O)c2ccc(S(=O)(=O)N3CCOCC3)cc2)cc(=O)n(C)c1=O,20,0%,-0.2%,11%,8%,i,0%,-36%,-8%
CC(=O)c1c(C)nc(C)nc1NC(=O)C(C)C,5,-2%,0.1%,-15%,-2%,i,-4%,-3%,5%
O=C(O)COc1ccccc1/C=N/Nc1ccc(S(=O)(=O)N2CCOCC2)cc1[N+](=O)[O-],-9,0%,0.2%,2%,-24%,i,-18%,-16%,0%
CCOc1ccccc1N1C(=O)CC(Sc2ncccc2C(=O)O)C1=O (stereo not given),12,10%,-0.6%,-5%,?,i,-1%,-15%,-29%

# An excerpt from above in order of heavy-atom count, descending:
SMILES,IL-1B inflam inh,ATXN2 expr inh,Nrf2 activator,Nrf2 inh,MCF10A rerep,ATXN viability,A549 tox,HepG2 tox,TGFb SMAD3 inh
CCOc1ccccc1N1CCN(c2nc(N)c(C#N)c(CC#N)c2C#N)CC1,2,-11%,5.7%,-12%,?,i,7%,-27%,2%
O=C(COC(=O)c1ccc2[nH]c3c(c2c1)CCCC3)Nc1ccccc1Cl,22,-13%,-0.5%,?,17%,i,-2%,-5%,1%
N#C/C(=C(/O)COC(=O)CCC1CCCCC1)c1nc2ccccc2[nH]1,-85*,?,-0.3%,?,?,?,-30%,-8%,0%

# Following part.
SMILES,IL-1B inflam inh,ATXN2 expr inh,Nrf2 activator,Nrf2 inh,MCF10A rerep,ATXN viability,A549 tox,HepG2 tox,TGFb SMAD3 inh
CCOC(=O)N1CCC(N(CCN(C)C)C(=S)Nc2cc(Cl)cc(Cl)c2)CC1,-19,-2%,-0.6%,3%,2%,i,0%,-1%,-4%
O=C(C1CCCN(Cc2ccccc2C(F)(F)F)C1)N1CCCCC1 (stereo not given),21,-3%,-0.1%,4%,-4%,i,20%,-1%,-2%
Cc1nc(-c2ccccc2)sc1-c1ccnn1C,1,49%[activator],12%,?,-4%,.,-3%,-12%,-12%
CC(=O)N1CCCc2cc(S(=O)(=O)Nc3cccc(C)c3C)ccc21,10,-17%,-0.2%,-7%,18%,?,1%,-2%,0%
CCOc1ccc(-c2cc(C(=O)O)c3ccccc3n2)c(OCC)c1,18,132%[activator],0.3%,?,16%,i,15%,-21%,6%
COc1ccc(NC(=O)c2ccc3[nH]c(C)cc(=O)c3c2)cc1,.,0%,-0.5%,?,.,i,1%,3%,14%
CCN(CC)CCCNC(=O)CNC(=O)c1nn(-c2ccc(OC)c(OC)c2)c(=O)c2ccccc12,20,-12%,-0.1%,4%,0%,i,-4%,5%,19%
CC(=O)Nc1ccc(NC(=O)C(C)N(C)CC(=O)Nc2ccccc2Br)cc1 (stereo not given),41,-16%,-0.6%,-13%,2%,i,8%,-15%,2%
COCCSc1nnc(NC(=O)Cc2ccccc2OC)s1,14,0%,0.1%,?,5%,i,9%,-1%,8%
CCOC(=O)C1(C)NC(c2ccco2)C2C(=O)N(CC)C(=O)C21 (stereo not given),7,.,-0.2%,11%,-3%,i,-1%,-2%,-5%
Nc1ccc(C(=O)OCC(=O)NC2CCCc3ccccc32)cc1[N+](=O)[O-] (stereo not given),-2,0%,-0.4%,-10%,2%,i,-1%,-16%,2%
COc1ccc(S(=O)(=O)NCC(c2cccnc2)N2CCN(c3ccc(F)cc3)CC2)cc1C (stereo not given),?,1%,7.6%,?,10%,i,-10%,-6%,-27%
COc1ccc(S(=O)(=O)Nc2cc(C)ccn2)cc1OC,9,5%,-0.2%,-14%,4%,i,8%,-5%,-18%
CSCC(C)N1CCC(n2nccc2NC(=O)CCOc2ccccc2)CC1 (stereo not given),-10,-2%,-0.7%,1%,-5%,i,2%,-6%,-8%
CNc1nc(SC)nc2ccccc12,-4,-29%,4.9%,-14%,-39%[inhibitor],i,4%,0%,-6%
O=C(Nc1cccc(Br)c1)N1CCC(CN2CCCCCC2)CC1,.,.,0.0%,-3%,.,.,-8%,-17%,-3%
Cc1ccc(-c2cc(C(=O)N3CCCCC3)c3ccccc3n2)cc1C,-27,-5%,-0.4%,-4%,?,i,2%,-32%,?
COC(=O)c1c(NC(=O)CN2CCN(C(=O)c3ccco3)CC2)c2cc(C)ccc2n1C,35,0%,2.5%,-21%,8%,i,13%,-18%,-17%
CC(=O)c1cc2c(cc1NS(=O)(=O)c1ccccc1)OCO2,-2,-1%,-0.2%,-17%,5%,i,-6%,-27%,0%
O=C1CC2(CCN(C(=O)c3ccccc3F)CC2)Oc2ccccc21,-22,-26%,-0.2%,-7%,-13%,i,-8%,9%,-1%
CC(=O)NS(=O)(=O)c1ccc(NS(=O)(=O)c2ccc3ccccc3c2)cc1,61,0%,-0.6%,-7%,4%,i,-1%,2%,1%
O=C(CNC(=O)c1cc2c(s1)CCC2)Nc1ccccc1Br,44,43%[activator],-0.2%,?,?,i,-3%,-21%,?
Cc1cccc(NC(=O)Cn2cc(C(=O)C3CCCCC3)c3ccccc32)c1,.,12%,3.1%,7%,.,i,-6%,-26%,?
CS(=O)(=O)N1CCN(c2ccccc2NC(=O)c2ccc(-c3ccc(Cl)cc3Cl)o2)CC1,-19,-15%,2.9%,-12%,9%,i,-10%,-2%,-20%
C/C(=N\NC(=O)c1c(C)nc2ccccn12)c1ccc(N2CCOCC2)cc1,2,-36%,0.0%,2%,-2%,i,1%,3%,11%
CCCOc1ccc(C(=O)CCN2CCCCC2)cc1,?,-10%,?,1%,?,i,1%,-67%,?
C/C(=N/NS(=O)(=O)c1ccc(F)cc1)c1ccncc1,-10,2%,1.9%,2%,5%,i,1%,2%,9%
COc1ccccc1NC(=O)c1ccc(NC(=O)COC(=O)C2CCCO2)cc1 (stereo not given),-14,-10%,0.5%,-6%,-4%,i,0%,-3%,13%
CCc1ccc(NC(=O)CSc2nc3c(c(=O)n(C)c(=O)n3C)n2C)cc1,7,-3%,5.5%,4%,3%,i,-1%,-17%,-2%
CCc1c(C)c(C#N)c2nc3ccccc3n2c1NCC1CCCO1 (stereo not given),9,-2%,-0.8%,-1%,9%,?,0%,-29%,?

# Quoted from the listing:
# MCF10A rerep with O=C1CC2(CCN(C(=O)c3ccccc3F)CC2)Oc2ccccc21 stands at -13%
# HepG2 tox with Cn1c(NC(=O)c2ccc(S(=O)(=O)N3CCOCC3)cc2)cc(=O)n(C)c1=O stands at -36%
# Nrf2 activator with COCCSc1nnc(NC(=O)Cc2ccccc2OC)s1 stands at 0.1%
# HepG2 tox with COc1ccc(S(=O)(=O)NCC(c2cccnc2)N2CCN(c3ccc(F)cc3)CC2)cc1C (stereo not given) stands at -6%

# Compound activity deposited in PubChem BioAssay by National Center for Advancing Translational Sciences (NCATS).
